Screens as filed in PubChem.
T cruzi growth: T. cruzi proliferation inhibition. T. cruzi beta-gal in NIH3T3, GalScreen luminescence, 90 h. inhibition, % at 8.34 µM. 77,000 compounds, 5.9% hits;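 active = mean inhibition above about 93%, with at least 55% of replicates each passing it, limit read from the data, passing the limit was not always enough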
C diff growth: C. difficile growth inhibition; Clostridium difficile clinical isolate growth, OD600, 24 h; stronger effect = lower value; growth activity, negative = inhibition, % at 16 µg/mL (by protocol); 86,000 compounds, 0.25% hits; AID 1259249;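 active = mean growth activity at or below -80% and every replicate also at or below -80%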;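 also: 0% = DMSO wells and -100% = levofloxacin 16 µg/mL wells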
Pf Dd2 inh: blocks growth of Plasmodium falciparum Dd2 parasites. P. falciparum Dd2 growth, SYBR Green, 72 h; stronger effect = lower value. activity change, % at 10 µM. AID 1159554. 94,000 compounds, 2.3% hits; in the data active = activity change below about -80%
KDM4C inh: KDM4C (human) demethylase inhibition; GST-KDM4C 2-372, H3K9me3 peptide, LANCE TR-FRET; inhibition, % at 12.5 µM; 96,000 compounds, 0.15% hits; AID 720574;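 active = mean replicate inhibition above about 25%, with at least 55% of replicates also reaching it, limit read from the data, passing the limit was not always enough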
Target sequence (Q9H3R0 2-372 limits assumed): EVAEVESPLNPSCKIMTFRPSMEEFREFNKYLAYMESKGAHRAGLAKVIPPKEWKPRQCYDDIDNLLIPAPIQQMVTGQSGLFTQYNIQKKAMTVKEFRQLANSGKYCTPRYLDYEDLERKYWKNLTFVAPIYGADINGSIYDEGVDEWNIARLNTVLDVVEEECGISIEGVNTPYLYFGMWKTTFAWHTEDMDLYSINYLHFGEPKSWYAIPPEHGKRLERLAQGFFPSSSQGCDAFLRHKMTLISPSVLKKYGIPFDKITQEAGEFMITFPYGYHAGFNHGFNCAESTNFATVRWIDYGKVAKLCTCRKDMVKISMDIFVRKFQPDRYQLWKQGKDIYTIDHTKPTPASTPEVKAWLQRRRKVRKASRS
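Material: N-terminal GST-fused human GASC-1 (KDM4C) fragment, residues 2-372. Input: 10 nM enzyme. Incubation: enzyme reaction 30 min, then detection 60 min, both room temperature. Doses: one test concentration per compound. Read-out basis: inhibition from TR-FRET ratio decrease. Detection: LANCE TR-FRET, excitation 340 nm, emissions 618 and 671 nm.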
Starred values were filed as active, the others as inactive; x = not tested or not shown; & = joins results of further samples.

SMILES,T cruzi growth,C diff growth,Pf Dd2 inh,KDM4C inh
C[C@@H]1CCCCO[C@H](CN(C)C)[C@H](C)CN([C@H](C)CO)C(=O)c2cc(NC(=O)Cc3ccccc3)ccc2O1,-20,2,-5,0.1
COc1ccc(NC(=O)N(C)C[C@@H]2Oc3ccc(NC(=O)Cc4ccccc4)cc3CC(=O)N([C@H](C)CO)C[C@H]2C)cc1,17,-3,-15,-1.4
CO[C@@H]1CN(C)C(=O)c2ccc(NC(=O)Nc3ccc(F)cc3)cc2OC[C@H](C)NC[C@H]1C,-88,-2,x,-0.9
C[C@@H]1CN([C@@H](C)CO)S(=O)(=O)c2ccc(Br)cc2O[C@@H]1CN(C)CC1CCOCC1,52,0,16,0.1
O=C(Nc1ccccc1F)N1[C@H](CO)[C@@H]2c3ccccc3NC[C@@H]21,12,-9,3,0.1
CN(C)C(=O)[C@H]1[C@H](CO)[C@H]2Cn3c(ccc(C4=CCCC4)c3=O)[C@@H]1N2C(=O)c1ccccc1,59,-2,5,1.4
O=C(NC[C@H]1[C@H](c2ccccc2)[C@@H](CO)N1Cc1cccnc1)c1ccccn1,21,11,0,4.6
C[C@@H]1CN([C@H](C)CO)C(=O)CCCn2cc(nn2)CO[C@@H]1CN(C)Cc1cccc(C(=O)O)c1,-36,x,11,1.0
C[C@@H]1CN([C@H](C)CO)C(=O)c2cc(C#CC3CCCC3)cnc2O[C@@H]1CN(C)C(=O)C1CCC1,8,-1,-25,0.1
N#C[C@H]1[C@@H](c2ccccc2C2=CCCC2)[C@@H](CO)N1C(=O)C1CC1,x,-18,-56,0.5
Cc1noc(C)c1NC(=O)Nc1ccc2c(c1)C(=O)N([C@@H](C)CO)C[C@H](C)[C@H](CN(C)C)OCCCC[C@H](C)O2,87,0,17,1.2
C[C@@H]1CN([C@H](C)CO)C(=O)c2cccc(NC(=O)c3cnccn3)c2O[C@H]1CN(C)S(=O)(=O)c1ccc(F)cc1,10,-8,9,0.9
CC(C)NC(=O)N(C)C[C@H]1Oc2cc(C#Cc3ccc(F)cc3)ccc2S(=O)(=O)N([C@H](C)CO)C[C@@H]1C,5,19,-4,-1.6
C[C@@H]1CN([C@@H](C)CO)C(=O)c2cc(NC(=O)Nc3ccc4c(c3)OCO4)ccc2O[C@@H](C)CCCCO[C@@H]1CN(C)C(=O)c1ccccc1,17,12,-68,-0.1
C[C@H](CO)N1C[C@H](C)[C@@H](CN(C)Cc2ccc3c(c2)OCO3)OCc2ccccc2-c2ccccc2C1=O,44,3,-16,0.5
CCCN1[C@@H]2c3cccc(=O)n3C[C@@H]2[C@@H](CO)[C@@H]1C(=O)N1CCCCC1,17,3,1,0.6
C[C@H]1CN([C@@H](C)CO)C(=O)CCCn2nncc2CO[C@@H]1CN(C)Cc1ccc(O)cc1,-11,-5,5,0.2
C[C@H]1CN([C@@H](C)CO)C(=O)Cc2cc(NS(=O)(=O)c3ccc(F)cc3)ccc2O[C@H]1CN(C)S(C)(=O)=O,32,-6,5,0.6
C[C@H](CO)N1C[C@H](C)[C@H](CN(C)Cc2ccccc2F)Oc2ncc(/C=C/c3ccccc3)cc2C1=O,95*,25,-39,-2.3
O=C(c1cccc(F)c1)N1CCCCN2[C@H](C1)[C@H](c1ccc(/C=C/c3ccccc3)cc1)[C@@H]2CO,110*,9,23,-0.5
O=C(Nc1ccccc1Cl)N1[C@@H]2CNc3ccccc3[C@@H]2[C@@H]1CO,-5,-5,-11,2.6
COc1ccc(-c2ccc([C@H]3[C@H](C#N)N[C@@H]3CO)cc2)cc1,9,-2,4,-1.9
C[C@@H]1CN([C@H](C)CO)C(=O)c2cc(NC(=O)Cc3cn(C)c4ccccc34)ccc2O[C@@H]1CN(C)Cc1ccc(C(=O)Nc2ccccc2N)cc1,57,x,-60,-1.6
C/C=C/c1ccc2c(c1)O[C@@H](CN(C)C(=O)Nc1ccc(C(F)(F)F)cc1)[C@@H](C)CN([C@@H](C)CO)S2(=O)=O,81,10,-39,0.3
C[C@@H]1CN([C@@H](C)CO)C(=O)Cc2cc(NS(=O)(=O)c3ccccc3)ccc2O[C@@H]1CN(C)Cc1ccccc1,2,-11,-14,-1.6

(continued)
Short keys – A = T cruzi growth; B = C diff growth; C = Pf Dd2 inh; D = KDM4C inh
CC(C)CC#Cc1ccc([C@H]2[C@H](CO)N3C(=O)CN(C(=O)CN4CCOCC4)C[C@@H]23)cc1
  A: x | B: -11 | C: 6 | D: -0.4

O=C(N[C@@H]1CC[C@@H](CCNS(=O)(=O)c2ccc(Cl)cc2)O[C@H]1CO)c1cccnc1
  A: -14 | B: 5 | C: -22 | D: -1.0

O=C(Nc1ccc(F)cc1)N[C@H]1CC[C@H](CCNS(=O)(=O)c2ccccc2F)O[C@H]1CO
  A: x | B: 2 | C: x | D: 0.8

CCCNC(=O)N1C[C@H](C)[C@H](OC)CN(C)C(=O)c2ccc(NC(=O)CCC)cc2OC[C@H]1C
  A: 42 | B: x | C: 25 | D: 2.2

C[C@@H]1CN([C@H](C)CO)C(=O)c2cccc(NC(=O)c3nc4ccccc4s3)c2O[C@@H]1CN(C)S(=O)(=O)c1ccc(F)cc1
  A: 58 | B: 33 | C: -14 | D: -0.8

CCS(=O)(=O)Nc1ccc2c(c1)C(=O)N(C)[C@@H]1CC[C@H](CC(=O)NCCOC)O[C@@H]1CO2
  A: -9 | B: -4 | C: x | D: -2.7

CC(=O)N(C)C[C@@H]1Oc2cc(-c3ccc(C#N)cc3)ccc2S(=O)(=O)N([C@H](C)CO)C[C@@H]1C
  A: 36 | B: -1 | C: -40 | D: -0.6

CCCC(=O)Nc1ccc2c(c1)C(=O)N(C)[C@H]1CC[C@H](CC(=O)NCCCN(C)C)O[C@H]1CO2
  A: -8 | B: -3 | C: 7 | D: 2.3

C[C@@H]1CN([C@H](C)CO)C(=O)c2cccc(NS(=O)(=O)c3ccc(F)cc3)c2O[C@@H]1CN(C)C(=O)Nc1cccc2ccccc12
  A: 25 | B: -10 | C: -32 | D: 0.4

CCCN(C)C[C@H]1OCCCC[C@H](C)Oc2ccc(NC(=O)C3CCCCC3)cc2C(=O)N([C@H](C)CO)C[C@H]1C
  A: 108* | B: 4 | C: -79 | D: -0.5

Cc1ccccc1-c1ccc2c(c1)O[C@H](CN(C)Cc1ccncc1)[C@H](C)CN([C@H](C)CO)S2(=O)=O
  A: 89 | B: 2 | C: -44 | D: 1.8

COc1ccc(-c2ccc3c(c2)O[C@H](CN(C)CC2CCOCC2)[C@H](C)CN([C@H](C)CO)S3(=O)=O)cc1
  A: 39 | B: -3 | C: -9 | D: 0.6

Cc1ccc(-c2ccc(C3[C@H]4CNC[C@@H]3N4S(=O)(=O)c3ccccc3C)cc2)cc1 (stereo partly specified)
  A: x | B: -48&59 | C: -12&-59 | D: -3.3&-2.5

C[C@@H]1CCCCO[C@H](CN(C)S(=O)(=O)c2ccccc2)[C@@H](C)CN([C@@H](C)CO)C(=O)c2cc(NC(=O)Cc3ccccc3)ccc2O1
  A: x | B: x | C: -67 | D: -0.5

CN(C)C(=O)C[C@@H]1C=C[C@@H](NC(=O)c2ccc(F)cc2)[C@H](CO)O1
  A: -35 | B: -1 | C: 5 | D: 0.7

CN(C)C(=O)[C@H]1[C@H](CO)[C@H]2Cn3c(cccc3=O)[C@@H]1N2CC1CCOCC1
  A: 11 | B: -2 | C: 10 | D: 0.1

Cc1ccc(S(=O)(=O)N(C)C[C@@H]2OCCCC[C@H](C)Oc3ccc(NS(=O)(=O)c4cccs4)cc3C(=O)N([C@H](C)CO)C[C@@H]2C)cc1
  A: 119* | B: x | C: -68 | D: 0.5

Cc1noc(C)c1S(=O)(=O)Nc1ccc2c(c1)CC(=O)N([C@H](C)CO)C[C@H](C)[C@@H](CN(C)S(=O)(=O)c1ccc(Cl)cc1)O2
  A: 17 | B: 1 | C: -39 | D: -0.6

CCC(=O)Nc1ccc2c(c1)OC[C@@H](C)N(Cc1cccnc1)C[C@@H](C)[C@H](OC)CN(C)C2=O
  A: 27 | B: x | C: 3 | D: 2.8

Cc1ccc(S(=O)(=O)N(C)C[C@H]2Oc3ccc(NC(=O)NC(C)C)cc3C(=O)N([C@H](C)CO)C[C@H]2C)cc1
  A: 6 | B: 2 | C: 4 | D: -1.1

C/C=C/c1ccc2c(c1)O[C@H](CN(C)Cc1cccc(F)c1)[C@@H](C)CN([C@H](C)CO)S2(=O)=O
  A: x | B: 4 | C: -28 | D: 0.7

COc1ccc(C#Cc2ccc([C@@H]3[C@@H](CO)N4CCCCN(S(=O)(=O)c5ccccc5)C[C@H]34)cc2)cc1
  A: 67 | B: 11 | C: -49 | D: -1.6

CC(=O)N1[C@@H](CO)[C@@H]2c3ccccc3N(S(=O)(=O)c3cccc(C)c3)C[C@@H]21
  A: 5 | B: -6 | C: 8 | D: -0.7

C/C=C/c1ccc2c(c1)O[C@@H](CN(C)C(=O)NC1CCCCC1)[C@@H](C)CN([C@H](C)CO)S2(=O)=O
  A: 100 | B: -4 | C: -55 | D: 1.2

C[C@H](CO)N1C[C@H](C)[C@@H](CN(C)S(=O)(=O)c2ccccc2)Oc2ccc(NC(=O)CCC(F)(F)F)cc2CC1=O
  A: 7 | B: -1 | C: -15 | D: -0.5

C[C@@H]1CN([C@@H](C)CO)C(=O)c2cc(NC(=O)Nc3ccc4c(c3)OCO4)ccc2O[C@@H](C)CCCCO[C@H]1CN(C)C(=O)Nc1ccc(C(F)(F)F)cc1
  A: 105* | B: 4 | C: -30 | D: 2.4

COc1ccccc1C(=O)Nc1ccc2c(c1)OC[C@H](C)N(C(C)=O)C[C@H](C)[C@@H](OC)CN(C)C2=O
  A: -5 | B: x | C: -69 | D: 1.7

COC(=O)[C@@H]1[C@@H](CO)[C@@H]2Cn3c(ccc(-c4ccncc4)c3=O)[C@@H]2N1CC1CCCCC1
  A: 27 | B: 0 | C: -6 | D: 0.4

O=C(Nc1ccc(F)cc1)N1CC(=O)N2[C@H](CO)[C@@H](c3ccc(-c4cccc(F)c4)cc3)[C@H]2C1
  A: x | B: -8 | C: -11 | D: 8.6

O=C(C1CCCC1)N1CC[C@@H]2[C@H](CO)Nc3ccc(Br)cc3[C@@H]21
  A: x | B: 11 | C: -77 | D: 0.8

O=C(NCC[C@H]1CC[C@H](NC(=O)C2CCCC2)[C@H](CO)O1)c1ccc(F)cc1
  A: x | B: 2 | C: 6 | D: -1.5

COc1ccc(NC(=O)Nc2ccc3c(c2)CC(=O)N([C@@H](C)CO)C[C@@H](C)[C@H](CN(C)C(=O)Nc2cccc4ccccc24)O3)cc1
  A: 53 | B: 0 | C: -51 | D: -1.0

O=C(NCC[C@H]1CC[C@@H](NC(=O)C2CC2)[C@@H](CO)O1)Nc1ccc(C(F)(F)F)cc1
  A: 15 | B: -100* | C: -19 | D: -1.0

C[C@@H]1CN([C@H](C)CO)C(=O)c2cccc(NC(=O)c3ccncc3)c2O[C@@H]1CN(C)S(=O)(=O)c1ccc(Cl)cc1
  A: 68 | B: 0 | C: -25 | D: x

O=C(Nc1cc(F)ccc1F)N1CC(=O)N2[C@H](C1)[C@@H](c1ccc(/C=C/c3ccccc3)cc1)[C@@H]2CO
  A: x | B: 2 | C: -37 | D: -1.8

CCCN1C[C@H](C)[C@@H](OC)CN(C)C(=O)c2ccc(NC(=O)c3cnccn3)cc2OC[C@H]1C
  A: -6 | B: x | C: 14 | D: -0.2

A draw from above in order of heavy-atom count, ascending.
Short keys – A = T cruzi growth; B = C diff growth; C = Pf Dd2 inh; D = KDM4C inh
O=C(C1CCCC1)N1CC[C@@H]2[C@H](CO)Nc3ccc(Br)cc3[C@@H]21
  A: x | B: 11 | C: -77 | D: 0.8

O=C(NCC[C@H]1CC[C@H](NC(=O)C2CCCC2)[C@H](CO)O1)c1ccc(F)cc1
  A: x | B: 2 | C: 6 | D: -1.5

O=C(NCC[C@H]1CC[C@@H](NC(=O)C2CC2)[C@@H](CO)O1)Nc1ccc(C(F)(F)F)cc1
  A: 15 | B: -100* | C: -19 | D: -1.0

COC(=O)[C@@H]1[C@@H](CO)[C@@H]2Cn3c(ccc(-c4ccncc4)c3=O)[C@@H]2N1CC1CCCCC1
  A: 27 | B: 0 | C: -6 | D: 0.4

CCCN1C[C@H](C)[C@@H](OC)CN(C)C(=O)c2ccc(NC(=O)c3cnccn3)cc2OC[C@H]1C
  A: -6 | B: x | C: 14 | D: -0.2

COc1ccccc1C(=O)Nc1ccc2c(c1)OC[C@H](C)N(C(C)=O)C[C@H](C)[C@@H](OC)CN(C)C2=O
  A: -5 | B: x | C: -69 | D: 1.7

C[C@@H]1CN([C@H](C)CO)C(=O)c2cccc(NC(=O)c3ccncc3)c2O[C@@H]1CN(C)S(=O)(=O)c1ccc(Cl)cc1
  A: 68 | B: 0 | C: -25 | D: x

COc1ccc(NC(=O)Nc2ccc3c(c2)CC(=O)N([C@@H](C)CO)C[C@@H](C)[C@H](CN(C)C(=O)Nc2cccc4ccccc24)O3)cc1
  A: 53 | B: 0 | C: -51 | D: -1.0

C[C@@H]1CN([C@@H](C)CO)C(=O)c2cc(NC(=O)Nc3ccc4c(c3)OCO4)ccc2O[C@@H](C)CCCCO[C@H]1CN(C)C(=O)Nc1ccc(C(F)(F)F)cc1
  A: 105* | B: 4 | C: -30 | D: 2.4
